# Assay outcomes as filed in PubChem.
# Granule exo inh: lytic granule exocytosis inhibition; TALL-104 LAMP-1 surface exposure, flow cytometry; cells stimulated with thapsigargin and PMA; inhibition, % at 10 µM; hit rate 0.66% among 360,000; AID 651702;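 active means inhibition above about 55%, limit read from the data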
# SRC3 inh: human NCOA3 inhibition | Q9Y6Q9 | HEK293 GAL4-SRC3 luciferase reporter, luminescence | inhibition, % at 3.6 µM | hit rate 0.17% among 360,000 | AID 588352;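 active means inhibition above a per-campaign cutoff, the mean of all compounds plus 3 SD, cut at about 60% in these data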;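 further: 0% = DMSO-treated cells and 100% = gossypol-treated cells at 36 µM; higher means less SRC3-driven luciferase light from the GAL4 reporter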
# NR2F2 inh: NR2F2 (human) inhibition, primary screen; P24468; HEK293T NGFI-A luciferase reporter, luminescence; inhibition, % at 8.6 µM; hit rate 0.7% among 370,000; AID 686940;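 active means inhibition above a per-plate cutoff, mean inhibition of test wells between control levels plus 3 SD, cut at about 38% in these data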;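 further: cells cotransfected with COUP-TFII expression vector driving the NGFI-A reporter; 0% = median of COUP-TF2 test wells and 100% = reporter-only cells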
# NCOA2 inhibitor: human SRC2 (NCOA2) inhibition | inhibition, % at 9 µM | hit rate 0.17% among 370,000 | Q15596 | AID 651957 | HEK293 GAL4-SRC2 luciferase reporter, luminescence;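 active means inhibition above the mean inhibition of all tested compounds plus 3 SD, set per campaign, cut at about 52% in these data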;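 further: 0% = DMSO treated cells and 100% = cells given Gossypol at 36 µM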
# ABHD5 PLIN5 PPI: inhibitors of human ABHD5-perilipin-5 interaction | Split G. princeps luciferase complementation, luminescence, 4 h | AID 602281 | inhibition, % at 4 µM | hit rate 0.78% among 360,000 | Q00G26+Q8WTS1;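 active means inhibition above the mean inhibition across every tested compound plus 3 SD, cut at about 22% in these data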;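 further: 0% = DMSO only wells and the 100% control is not disclosed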
# NOD2 RIPK2 PPI: inhibitors of human NOD2-RIPK2 interaction; O43353; CHO BLA complementation NOD2-RIPK2, CCF4 ratio; hit rate 0.38% among 360,000; inhibition, % at 4.98 µM; in the data active means inhibition above about 21%;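 further: 0% = vehicle only and 100% = reference blocker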
# Target sequence (O43353 whole entry, looked up): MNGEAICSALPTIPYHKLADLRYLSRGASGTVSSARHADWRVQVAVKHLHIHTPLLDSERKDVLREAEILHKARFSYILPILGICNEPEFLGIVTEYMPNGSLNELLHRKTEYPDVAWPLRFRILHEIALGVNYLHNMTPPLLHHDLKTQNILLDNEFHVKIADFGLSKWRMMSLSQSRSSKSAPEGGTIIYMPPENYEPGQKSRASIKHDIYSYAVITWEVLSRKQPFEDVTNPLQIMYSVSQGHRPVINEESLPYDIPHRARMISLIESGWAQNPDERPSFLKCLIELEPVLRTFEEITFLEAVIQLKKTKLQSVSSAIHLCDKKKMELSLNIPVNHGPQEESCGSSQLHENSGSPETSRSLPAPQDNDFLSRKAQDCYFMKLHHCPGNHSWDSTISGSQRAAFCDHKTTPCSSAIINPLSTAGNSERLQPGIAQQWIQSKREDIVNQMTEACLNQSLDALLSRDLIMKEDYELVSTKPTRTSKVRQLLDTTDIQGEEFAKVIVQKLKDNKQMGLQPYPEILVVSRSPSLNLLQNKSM
# TWEAK-Fn14 inh: blocks TWEAK-Fn14 interaction in a reporter cell assay. inhibition, % at 10 µM. hit rate 2% among 360,000. TWEAK-stimulated Fn14 reporter cells, luciferase luminescence, 8 h; in the data active means inhibition above about 50%
# LRH-1 inv ag: NR5A2 inverse agonism in reporter assay. O00482. HEK293T StAR-luciferase reporter, LRH-1 transfected, 24 h. inhibition, % at 3.6 µM. hit rate 0.13% among 360,000. AID 602396;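 active means inhibition above the mean inhibition of all tested compounds plus 3 SD, cut at about 73% in these data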;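 further: 0% = DMSO wells and 100% = reporter-only cells lacking LRH-1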
# Target sequence (O00482 whole entry, looked up): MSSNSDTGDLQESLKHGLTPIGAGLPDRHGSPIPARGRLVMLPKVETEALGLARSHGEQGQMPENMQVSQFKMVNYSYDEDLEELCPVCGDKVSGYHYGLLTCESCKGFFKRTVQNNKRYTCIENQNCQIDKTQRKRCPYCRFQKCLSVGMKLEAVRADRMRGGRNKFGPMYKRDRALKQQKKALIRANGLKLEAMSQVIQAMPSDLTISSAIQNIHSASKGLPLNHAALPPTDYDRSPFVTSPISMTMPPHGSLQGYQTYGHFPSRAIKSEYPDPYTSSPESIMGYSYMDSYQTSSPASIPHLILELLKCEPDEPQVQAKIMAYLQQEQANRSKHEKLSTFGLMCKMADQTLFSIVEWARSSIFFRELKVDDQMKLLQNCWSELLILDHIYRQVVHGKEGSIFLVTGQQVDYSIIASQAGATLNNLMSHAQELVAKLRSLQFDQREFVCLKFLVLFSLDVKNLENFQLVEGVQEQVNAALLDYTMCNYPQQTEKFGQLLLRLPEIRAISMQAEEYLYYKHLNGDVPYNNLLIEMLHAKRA
# TLR9-MyD88 block: inhibitors of human TLR9-MyD88 binding | AID 504734 | hit rate 0.21% among 340,000 | Q9NR96+Q99836 | inhibition, % at 4.98 µM | CHO BLA complementation TLR9-MyD88, CCF4 FRET ratio;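 active means inhibition above the mean over all tested compounds plus 3 SD, cut at about 21% in these data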;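 further: 0% = DMSO only wells and 100% = clavulanate BLA inhibitor control wells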
# NCOA1 inh: inhibits human SRC1 coactivator | Q15788 | HEK293 GAL4-SRC1 luciferase reporter, luminescence | inhibition, % at 3.6 µM | hit rate 0.12% among 360,000;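 active means inhibition above the campaign mean plus 3 SD, with each screening campaign given its own cutoff, cut at about 60% in these data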;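 further: 0% = DMSO treated cells and 100% = gossypol at 36 µM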
# TROY NFkB inh: blocks TROY-dependent signaling in reporter cells | Q293 LMP1-TROYcd NF-kB luciferase reporter, 4 h | inhibition, % at 10 µM | hit rate 0.98% among 360,000 | AID 1347056;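 active means compounds whose plate-normalised and pattern-corrected inhibition of the luciferase reporter signal at the single screening dose is 50% or more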
# Numbers without * were called inactive; nt = no result given. The list is partial; count on the stated rates, not on these rows.
No.	SMILES	Granule exo inh	SRC3 inh	NR2F2 inh	NCOA2 inhibitor	ABHD5 PLIN5 PPI	NOD2 RIPK2 PPI
1	CSc1ccccc1C(=O)Nc1ccc2c(c1)OCO2	5	16	8	-19	1	1
2	COc1ccc(CNC(=O)COc2ccc(F)cc2)cc1	-3	2	3	-52	-6	-6
3	CN(C)c1ccc(/C=N/NC(=O)CCCCCNC(=O)c2ccccc2)cc1	-3	-13	-10	-64	0	0
4	CCC(CC)C(=O)N1c2ccc(F)cc2CCC1C (stereo not given)	2	17	-14	20	1	-3
5	CCN(CC(=O)NCc1cccs1)C(=O)c1ccc(NS(=O)(=O)c2cccc([N+](=O)[O-])c2)cc1	2	-14	-1	5	3	-8
6	Clc1cccc(Oc2ncc(CN3CCOCC3)s2)c1	1	-11	4	-26	-1	3
7	CC(C)C[C@H]1CNC(=S)N1CC1CCN(CC2CCC(C(C)(C)C)CC2)CC1 (stereo not given in full)	0	-13	5	4	-5	-8
8	CN(C)c1ccc(NC(=O)c2cccc(N3C(=O)C4C5C=CC(C5)C4C3=O)c2)cc1 (stereo not given)	7	-25	5	12	-2	-3

No.	TWEAK-Fn14 inh	LRH-1 inv ag	TLR9-MyD88 block	NCOA1 inh	TROY NFkB inh
1	-6	1	-5	-1	-20
2	0	9	-3	-10	-6
3	-23	-4	-1	-53	-29
4	0	13	1	0	-2
5	-10	11	1	-5	-21
6	-10	-25	-1	-8	-22
7	-5	-9	-10	-14	3
8	-2	-37	-3	0	-26

# Further records follow.
No.	SMILES	Granule exo inh	SRC3 inh	NR2F2 inh	NCOA2 inhibitor	ABHD5 PLIN5 PPI	NOD2 RIPK2 PPI
9	CCOC(=O)c1ccc(NC(=O)C2C3CCC(C3)C2C(=O)O)cc1 (stereo not given)	-3	-11	-4	-18	5	8
10	Cc1oc(C(=O)Nc2ccc(C(=O)O)cc2)cc1COc1ccccc1	3	-10	4	-1	2	-11
11	O=C(NCc1nc2ccccc2[nH]1)C1=C[C@H](c2ccc3c(c2)OCO3)C[C@H](OCCCCO)O1	-2	-27	-3	-17	-6	-2
12	Cc1nc2nc(C)c(NS(=O)(=O)c3ccc(C4CCCCC4)cc3)c(=O)n2[nH]1	16	4	12	7	1	-5
13	Nc1nc2ccc(-c3nc4ccccc4o3)cc2s1	1	-98	-40	-14	9	4
14	Cc1cc(NC(=O)CCC(=O)N(CC(C)C)C(C(=O)NC(C)(C)C)c2ccccc2Cl)no1 (stereo not given)	-6	9	13	20	-4	-6
15	CCN(C(=O)CSc1nc(C)c(C)c(C)n1)C1CCS(=O)(=O)C1 (stereo not given)	11	-35	-12	4	4	-11
16	Cc1cccc(CNC(=O)CCc2nnc(C3CCCCC3)o2)c1	-3	-20	21	6	-2	4

No.	TWEAK-Fn14 inh	LRH-1 inv ag	TLR9-MyD88 block	NCOA1 inh	TROY NFkB inh
9	-2	-22	-8	-53	-18
10	-21	-25	3	-19	-30
11	-1	-3	3	1	-4
12	3	9	-3	-30	2
13	33	-172	-11	-97	-31
14	3	7	-4	-9	-10
15	-11	11	2	9	-17
16	-3	1	-1	9	8

# Continuation:
No.	SMILES	Granule exo inh	SRC3 inh	NR2F2 inh	NCOA2 inhibitor	ABHD5 PLIN5 PPI	NOD2 RIPK2 PPI
17	COC(=O)C(Cc1ccccc1)NC(=O)CCC(=O)NC(C)CCc1ccccc1 (stereo not given)	15	13	-15	11	0	-16
18	O=C(CN1C(=O)COc2ccc(Cl)cc21)Nc1ccc(N2CCOCC2)cc1	-14	7	-5	13	-4	5
19	CC(C)CCN(N=O)[C@@H](Cc1ccccc1)CN(N=O)[C@@H](Cc1ccccc1)CN(C)N=O	-2	14	-12	-2	4	-5
20	CC1CCN(C(=O)/C(=C/c2ccccc2Cl)c2ccccc2)CC1	3	21	5	24	-4	-11
21	CCc1nc2ccc(C(=O)Nc3ccc(OC)c(OC)c3)cn2c1N(C)Cc1ccc(OC)cc1	11	-6	23	17	-2	12
22	CC(C)[C@H](NS(=O)(=O)c1ccccc1)C(=O)OCC(=O)Nc1ccccc1Sc1ccccc1	12	-20	11	7	-2	-11
23	Fc1cccc(Cl)c1CSc1ccc2nnc(-c3ccccn3)n2n1	2	-9	4	-23	-2	-1
24	O=C(NCC(c1ccc(F)cc1)N1CCOCC1)c1ccc(-c2ccccc2)cc1 (stereo not given)	1	-9	-17	2	-6	1

No.	TWEAK-Fn14 inh	LRH-1 inv ag	TLR9-MyD88 block	NCOA1 inh	TROY NFkB inh
17	-20	0	-11	17	-18
18	-3	15	3	-45	-9
19	15	14	-4	-35	3
20	27	9	-5	16	13
21	3	10	nt	15	5
22	49	14	-2	4	41
23	-29	9	-7	1	15
24	-14	-5	1	-3	0

# Next part.
No.	SMILES	Granule exo inh	SRC3 inh	NR2F2 inh	NCOA2 inhibitor	ABHD5 PLIN5 PPI	NOD2 RIPK2 PPI
25	Cc1cc(=O)oc2cc(OCC(=O)OCC(=O)N(CCC#N)c3ccccc3)ccc12	4	9	22	-5	2	8
26	O=C(CSc1ccc(-c2ccccc2)nn1)N1CCCCC1	-5	-26	-34	-39	-6	3
27	COc1ccc(S(=O)(=O)n2ccc(-c3cnc(-c4ccccc4)s3)n2)cc1	3	-19	-9	-11	5	-13
28	COc1ccc(-c2ccc3c(c2)S(=O)(=O)c2cccc(C(=O)N4CCN(c5c(Cl)cncc5Cl)CC4)c2C3=O)cc1OC	3	17	15	0	1	5
29	O=C(c1ccc2c(c1)OCO2)N1CCN(S(=O)(=O)c2ccccc2)CC1	-5	1	10	8	-8	7
30	CC(C)OCCCN1CN(S(=O)(=O)c2cccc(Cl)c2)c2nc3ccccc3nc21	6	-16	-2	-32	2	5
31	COc1cc([N+](=O)[O-])cc(/C=N/NC(=O)c2cc(-c3ccccc3)nc3ccccc23)c1O	-4	3	-9	2	-2	-14
32	CC(=NNC(=O)c1ccncc1)c1cccc(Cl)c1	0	-37	-10	-9	3	15

No.	TWEAK-Fn14 inh	LRH-1 inv ag	TLR9-MyD88 block	NCOA1 inh	TROY NFkB inh
25	20	3	6	15	9
26	-6	-23	0	-20	-57
27	7	-29	0	-7	-29
28	-2	-8	4	6	-1
29	2	-2	-8	4	2
30	12	-68	11	-109	nt
31	-28	-17	0	-8	-25
32	-11	-8	-3	-5	-6

# Arranged by molar mass (falling): 3 of the compounds above.
No.	SMILES	Granule exo inh	SRC3 inh	NR2F2 inh	NCOA2 inhibitor	ABHD5 PLIN5 PPI	NOD2 RIPK2 PPI
29	O=C(c1ccc2c(c1)OCO2)N1CCN(S(=O)(=O)c2ccccc2)CC1	-5	1	10	8	-8	7
26	O=C(CSc1ccc(-c2ccccc2)nn1)N1CCCCC1	-5	-26	-34	-39	-6	3
32	CC(=NNC(=O)c1ccncc1)c1cccc(Cl)c1	0	-37	-10	-9	3	15

No.	TWEAK-Fn14 inh	LRH-1 inv ag	TLR9-MyD88 block	NCOA1 inh	TROY NFkB inh
29	2	-2	-8	4	2
26	-6	-23	0	-20	-57
32	-11	-8	-3	-5	-6

# Next section:
No.	SMILES	Granule exo inh	SRC3 inh	NR2F2 inh	NCOA2 inhibitor	ABHD5 PLIN5 PPI	NOD2 RIPK2 PPI
33	CSc1ccccc1NC(=O)CCn1c(=O)oc2ccccc21	-1	18	13	-19	2	-9
34	O=C(NC(=S)Nc1cccc2c(O)cccc12)c1cccc(Br)c1	-8	0	-3	7	-31	12
35	CCCn1c(=S)[nH]c2cc(C(=O)N3CCN(c4ccc(F)cc4)CC3)ccc2c1=O	-3	-11	-16	-16	2	4
36	CCCCn1c(N)c(N(CCOC)C(=O)COC(=O)COc2cccc(C(C)=O)c2)c(=O)[nH]c1=O	-1	-10	23	4	10	3
37	S=C1NC2(CCCC2)N=C1c1ccccc1	-1	17	-2	-26	0	3
38	CCN(CC1CCCO1)C(=O)c1cc(COc2ccccc2SC)on1 (stereo not given)	2	-16	-24	-27	-3	0
39	c1ccc(-n2c(Cc3cccnc3)nc3cnccc32)cc1	-1	-3	-3	-5	4	-4
40	COc1ccccc1N=Nc1ccc(N)c(C)c1	-4	-44	2	9	5	1

No.	TWEAK-Fn14 inh	LRH-1 inv ag	TLR9-MyD88 block	NCOA1 inh	TROY NFkB inh
33	-24	20	-4	-5	-22
34	42	-3	-1	14	15
35	1	-9	-5	6	22
36	3	-27	-8	-14	-1
37	-6	-7	-7	4	15
38	-5	-31	-14	-18	-56
39	26	23	-1	-8	7
40	5	-41	5	-233	-42

# Remaining list, next part.
No.	SMILES	Granule exo inh	SRC3 inh	NR2F2 inh	NCOA2 inhibitor	ABHD5 PLIN5 PPI	NOD2 RIPK2 PPI
41	CCOC(=O)NC(=O)/C(C#N)=C\Nc1ccc(Cl)cc1Cl	-1	-38	-45	-42	4	-6
42	O=[N+]([O-])c1ccc(N2CCOCC2)cc1NC(c1ccccc1)c1ccccc1	3	-3	-10	5	-2	16
43	CCCCN(C(=O)c1ccc(-c2ccc(Cl)cc2)o1)c1c(N)n(CCC)c(=O)[nH]c1=O	-1	-21	-3	-40	-2	-9
44	O=C(c1ccc(NS(=O)(=O)/C=C/c2ccccc2)cc1)N1CCCCC1	-1	12	3	18	-4	4
45	COc1cc(O)c2c(c1)OC(c1ccc(O)cc1)CC2=O (stereo not given)	-1	-17	19	-29	-10	5
46	CC(=O)c1ccc(NC(=O)CSc2cn[nH]n2)cc1	2	-2	-7	-23	-5	-13
47	O=C(O)CSc1nnc(Cn2nnc3ccccc32)n1CCc1ccccc1	-1	-6	-3	-16	5	-3
48	CCCCNC(=O)c1onc(CCl)c1C(=O)OC	1	12	-5	9	-3	7

No.	TWEAK-Fn14 inh	LRH-1 inv ag	TLR9-MyD88 block	NCOA1 inh	TROY NFkB inh
41	-36	-54	-10	-53	-38
42	-14	6	-3	5	-23
43	14	-2	0	-10	-8
44	11	-3	1	-1	4
45	-15	4	11	-32	-33
46	4	24	0	-6	-10
47	11	11	-9	3	2
48	7	38	-6	-17	3

# Following part:
No.	SMILES	Granule exo inh	SRC3 inh	NR2F2 inh	NCOA2 inhibitor	ABHD5 PLIN5 PPI	NOD2 RIPK2 PPI
49	CNCc1sccc1C	10	11	-20	17	-5	1
50	COc1ccc(NC(=S)NNc2ccc(C(=O)O)cc2)cc1	3	-11	-9	-80	-24	4
51	COc1ccc(C(=O)N(C)CC(=O)Nc2cccc(F)c2)cc1S(=O)(=O)NC1CCCC1	-2	1	-16	-8	3	-6
52	Cc1ccc(C(=O)ONc2ccc(N=O)cc2)cc1	-7	10	-1	-10	3	-1

No.	TWEAK-Fn14 inh	LRH-1 inv ag	TLR9-MyD88 block	NCOA1 inh	TROY NFkB inh
49	-4	-40	-10	-20	16
50	58*	-16	-1	-9	19
51	-1	-3	-12	-8	-10
52	31	7	2	4	-29

# Compound profiles, as listed above. Order of screens: Granule exo inh, SRC3 inh, NR2F2 inh, NCOA2 inhibitor, ABHD5 PLIN5 PPI, NOD2 RIPK2 PPI, TWEAK-Fn14 inh, LRH-1 inv ag, TLR9-MyD88 block, NCOA1 inh, TROY NFkB inh
# CNCc1sccc1C is listed with 10, 11, -20, 17, -5, 1, -4, -40, -10, -20, 16
# COc1ccc(NC(=S)NNc2ccc(C(=O)O)cc2)cc1 is listed with 3, -11, -9, -80, -24, 4, 58*, -16, -1, -9, 19
